# Compound activity deposited in PubChem by several laboratories.
# S1P4 ag = agonists of human S1P4 receptor; activation, % at 4.98 µM; 220,000 compounds, 0.35% hits; O95977; S1P4-expressing cell line, agonist reporter assay; in the data active = activation above about 11%;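 also: 0% = DMSO vehicle and 100% = reference agonist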
# EP2 antag = EP2 receptor (human) inhibition; C6 glioma cells expressing human EP2, cAMP TR-FRET; cells stimulated with saturating PGE2; inhibition, % at 25 µM; 260,000 compounds, 0.52% hits; AID 1422;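 active = percent inhibition above 40 after rounding to a whole number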;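 also: rat C6 glioma host cells with rolipram phosphodiesterase inhibitor present; the protocol text gives 20 µM as final concentration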
# NPY-Y1 antag = blocks the human neuropeptide Y Y1 receptor | P25929 | HEK293-CNG Y1 cells, membrane potential fluorescence; NPY at EC95, then isoproterenol | inhibition, % at 3.6 µM | 200,000 compounds, 1% hits | AID 1040;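 active = inhibition above the campaign mean inhibition of all tested compounds plus 3 SD, cut at about 20% in these data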;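 also: 0% = DMSO wells given NPY plus isoproterenol and 100% = isoproterenol alone without NPY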
#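 Material: HEK293 cells co-expressing NPY Y1 receptor and cyclic-nucleotide gated channel. Timing: compound incubation 1 h at room temperature, readout 45 min post-stimulation. Signal: fluorescence, membrane potential probe.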
# NPY1 pot ag = potentiators or agonists of human neuropeptide Y receptor Y1; NPY-Y1 expressing cells, potentiator/agonist activation; 220,000 compounds, 0.37% hits; P25929; activation, % at 3.6 µM; in the data active = activation above about 33%, passing the limit was not always enough;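 also: cells stimulated with NPY at EC10 then isoproterenol at EC100; 0% = low agonist plus stimulus and 100% = saturating agonist plus stimulus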
# eIF4E 4G PPI = eIF4E/eIF4G interaction inhibition in translation initiation | inhibition, % at 21.7 µM | TR-FRET eIF4E-eIF4GI(517-606) binding, 2 h | P63073+Q04637 | 220,000 compounds, 0.37% hits | AID 782;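 active = inhibition above about 30%, limit read from the data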;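 also: 0% = full FRET control wells and 100% = background wells lacking eIF4GI fragment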
# EP2 mod = EP2 receptor (human) modulation; EP2-expressing cells, cAMP HTRF FRET, PGE2 co-stimulation; induction, % at 25 µM; 260,000 compounds, 0.83% hits; AID 940;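 active = compounds whose cAMP rise, as percent of the full-agonist control response, exceeds 60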;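 also: rat C6 glioma line stably carrying human EP2 under a CMV promoter; the protocol text gives 20 µM as final concentration; 100% = response of wells given 1 µM PGE2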
# NPY-Y2 PAM-ag = potentiates or activates human NPY-Y2 receptor; P49146; cells expressing NPY-Y2, potentiator/agonist read-out; activation, % at 3.6 µM; 220,000 compounds, 0.45% hits; AID 1359; in the data active = activation above about 27%;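 also: cells stimulated with NPY near EC25 plus isoproterenol at EC100; 0% = vehicle plus submaximal agonist and 100% = vehicle plus saturating agonist; some results beyond the cut were filed as inactive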
# p97 ATPase inh = human p97 ATPase inhibition; recombinant p97 ATPase, Kinase-Glo ATP luminescence, 3 h; 220,000 compounds, 0.42% hits; inhibition, % at 8 µM; in the data active = inhibition above about 15%;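 also: 0% = DMSO vehicle and 100% = wells lacking enzyme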
# Target sequence (P55072 whole entry, looked up): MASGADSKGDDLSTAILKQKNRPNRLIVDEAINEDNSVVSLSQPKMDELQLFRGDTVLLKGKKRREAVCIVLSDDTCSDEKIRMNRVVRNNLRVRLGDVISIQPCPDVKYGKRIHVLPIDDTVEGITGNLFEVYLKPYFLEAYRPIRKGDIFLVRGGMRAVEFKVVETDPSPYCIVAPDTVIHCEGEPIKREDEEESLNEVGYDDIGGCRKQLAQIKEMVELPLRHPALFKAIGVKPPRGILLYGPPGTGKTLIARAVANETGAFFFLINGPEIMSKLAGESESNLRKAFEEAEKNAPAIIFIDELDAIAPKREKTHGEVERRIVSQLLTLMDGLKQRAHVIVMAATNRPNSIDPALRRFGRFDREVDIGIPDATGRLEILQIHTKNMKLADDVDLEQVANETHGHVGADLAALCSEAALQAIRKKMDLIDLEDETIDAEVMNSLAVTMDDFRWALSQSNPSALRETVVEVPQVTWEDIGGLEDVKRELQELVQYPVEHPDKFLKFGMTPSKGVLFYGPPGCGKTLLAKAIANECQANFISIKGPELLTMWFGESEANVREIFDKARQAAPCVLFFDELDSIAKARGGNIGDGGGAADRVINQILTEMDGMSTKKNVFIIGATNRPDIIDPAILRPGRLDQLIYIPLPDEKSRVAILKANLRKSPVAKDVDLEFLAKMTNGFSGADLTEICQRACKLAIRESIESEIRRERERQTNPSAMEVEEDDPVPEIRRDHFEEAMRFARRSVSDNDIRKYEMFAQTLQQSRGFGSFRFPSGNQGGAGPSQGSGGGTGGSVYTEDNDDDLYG
# S1P4 antag = human S1P4 receptor antagonism | O95977 | S1P4-expressing cells, antagonist mode, reporter read-out | inhibition, % at 4.98 µM | 220,000 compounds, 0.26% hits; in the data active = inhibition above about 29%;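 also: 0% = wells stimulated with agonist and 100% = vehicle wells without agonist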
# * = called active by the depositor; / = no result given; & = joins results of further samples; [ ] = remark or other dose. These rows are one share of the data; the hit share may differ from the screen's.
SMILES | S1P4 ag | EP2 antag | NPY-Y1 antag | NPY1 pot ag | eIF4E 4G PPI | EP2 mod | NPY-Y2 PAM-ag | p97 ATPase inh | S1P4 antag
O=C(COC(=O)Cc1ccccc1)NC12CC3CC(CC(C3)C1)C2 | -1.1 | 14 | -5 | 3 | 2 | 0 | 0 | -3 | -11
COc1cc2c3cc1Oc1cc(ccc1O)C[C@@H]1c4c(cc(OC)c(O)c4Oc4ccc(cc4)C[C@H]3N(C)CC2)CCN1C | -0.7 | 18 | 11 | -51 | -2 | -18 | -15 | 7 | -15
COc1ccc(CCNC(=O)COC(=O)Cc2ccccc2)cc1 | 1.4 | 7 | 6 | -6 | 1 | 21 | -7 | -1 | -13
CCOCCN1CCN(c2nnc3n2-c2ccc(Cl)cc2C(c2ccccc2Cl)=NC3)CC1 | -3.0 | / | 9 | -8 | -4 | 5 | -6 | -4 | 17
CN1CCN(c2nc(Cl)ncc2F)CC1 | 1.1 | 7 | 6 | -4 | -1 | 10 | -7 | -2 | -21
O=C(c1ccc2c3c(cccc13)CC2)C1CCCN(CC2CC2)C1 (configuration not stated) | 1.0 | 8 | 18 | -28 | 1 | -27 | -12 | -1 | -8
CC(=O)c1ccc2c(c1)C1C(Cl)C(Sc3ccccc3[N+](=O)[O-])CC1C(c1ccccc1)N2 (configuration not stated) | 1.8 | 10 | -10 | 7 | -9 | 30 | 10 | 6 | 8
COCc1c(CN)cnc(C)c1N | 1.2 | 10 | -6 | -4 | 1[fluorescence artefact?] | 10 | 1 | 3 | 6
CCC(=O)CC(c1ccc([N+](=O)[O-])cc1)c1c(O)c2ccccc2oc1=O (configuration not stated) | 1.0 | 1 | 4 | -8 | -2 | -2 | -5 | 4 | -8
Cc1ccc(C(=O)Nc2ccc(-n3ccnc3P(=O)(O)c3ccccc3)cc2)cc1 | 0.5 | 9 | 3 | -4 | -11[fluorescence artefact?] | 42 | -3 | 1 | 3
O=c1[nH]c(=S)n(-c2ccccc2)c(O)c1/C=N/N1CCCCC1c1cccnc1 (configuration not stated) | 0.6 | -1 | / | 6 | -6 | 34 | -14 | 6 | -18
O=C(COc1ccc(S(=O)(=O)N2CCCCC2)cc1)N1CCN(Cc2ccccc2)CC1 | -0.2 | 9 | -4 | -3 | -9 | -22 | 18 | -1 | -9
CCC1(CC)C(=O)N(C)C(=O)NC1=NC | 0.2 | 8 | / | -4 | 3 | 6 | -19 | -3 | 0
O=C1OC(c2ccc(Br)cc2)=N/C1=C\N1CC2CC(C1)c1cccc(=O)n1C2 (configuration not stated) | -1.1 | 5 | / | 2 | 6 | -15 | -11 | -6 | 23
CCNc1nc2[nH]c(=O)c3c(c2s1)OC(N)=C(C#N)C3c1cccs1 (configuration not stated) | 1.8 | / | 3 | 0 | -3 | -29 | 0 | 5 | -5
COc1cccc(CN2CCN(C(=O)COc3ccc4ccccc4c3)CC2)c1 | -0.6 | 18 | 3 | -13 | -5 | -69 | 6 | 0 | -3
CCCCSP1(=S)NCCCN1 | -1.0 | 11 | -4 | -2 | 0 | -7 | 6 | 3 | -20
O=C1NC(=O)N(CCNc2ncc(C(F)(F)F)cc2Cl)C(=O)C1/C=N/OCc1c(F)cccc1Cl (configuration not stated) | 0.4 | / | 4 | -2 | 1 | -18 | 0 | -4 | -4
CCC1(CC)C(=N)N(C)C(=O)NC1=O | 0.4 | 6 | 8 | 24 | 13 | 8 | 9 | 3 | -4
CC1CN(c2cc([N+](=O)[O-])ccc2Cl)CC(C)N1 (configuration not stated) | 1.0 | 2 | -5 | -6 | -2 | -13 | 14 | -3 | -17
C=CC(C)C(C(=O)c1ccccc1)N(C)C (configuration not stated) | -0.5 | 11 | 4 | 16 | -1 | 2 | -16 | -2 | -7
C[N+]12CCC(CC1)C(=C(c1ccccc1)c1ccccc1)C2 | 0.4 | 7 | 8 | 8 | -2 | 29 | 6 | 3 | -13
COC(=O)C1C2c3ccccc3C(c3ccccc32)C1C(=O)OC (configuration not stated) | 1.1 | 3 | -2 | 15 | 1 | 28 | 10 | 1 | -10
Cc1sc2nc(COC(=O)Cc3ccccc3)[nH]c(=O)c2c1C | -1.1 | 2 | 2 | -14 | -2 | 25 | -17 | 0 | -6
OC12CCCCC1C(c1ccccc1)NCC2 (configuration not stated) | -1.5 | 4 | 0 | 5 | 6 | -1 | 0 | 5 | 12

# The results go on:
SMILES | S1P4 ag | EP2 antag | NPY-Y1 antag | NPY1 pot ag | eIF4E 4G PPI | EP2 mod | NPY-Y2 PAM-ag | p97 ATPase inh | S1P4 antag
COc1ccc(-n2c(SC)nc3ccccc3c2=O)cc1 | -1.7 | -2 | -3 | -15 | 7 | 26 | -3 | -2 | 15
Cc1ccc(/C=C2/C(=O)NC(=O)N(CCc3ccc(F)cc3)C2=O)o1 | 0.2 | 30 | 0 | 9 | -1 | -33 | -2 | 1 | -6
O=[N+]([O-])c1ccc(NCc2ccccc2)c2nonc12 | 0.6 | 6 | 4 | -9 | 1 | 3 | -15 | 3 | 2
Cc1ccc(-c2nn(Cc3ccccc3)cc2C=O)cc1 | 0.7 | 4 | 1 | -3 | -6 | 21 | 13 | -3 | -19
CCN(CC)c1ccc(N=Cc2c(O)n(CCC3=CCCCC3)c(=O)[nH]c2=O)cc1 | -0.1 | 7 | -1 | 8 | 1 | 12 | 2 | 5 | 8
Cc1cc(NC(=O)CCl)on1 | 0.3 | 8 | -3 | 8 | -1 | 15 | 11 | 4 | 4
Cc1ccnc(-n2c(C)nc3ccccc3c2=O)c1 | -0.2 | 7 | 6 | -2 | 0 | 10 | 2 | 6 | 4
CC1(C)CC(=O)C(C=NCCN2CCN(C(=O)Cc3ccc(Cl)cc3)CC2)=C(O)C1 | -1.8 | 6 | 3 | 5 | -1 | 24 | -9 | 0 | -6
CC1(C)C(c2ccccc2)=NC(c2cccnc2)N1O (configuration not stated) | -1.5 | 3 | -5 | -1 | -2 | -32 | 2 | 0 | 9
CC1COC2N=C(N[N+](=O)[O-])NC2O1 (configuration not stated) | -0.3 | 2 | 4 | -14 | 1 | 5 | -13 | 1 | -8
CN1CCN(c2ccc(N)c(N3CCN(C)CC3)c2)CC1 | -3.2 | 8&6 | -1 | 8 | 2 | -12&-61 | -6 | 5 | -4
CCCCn1c(O)c(C(CC)=Nc2cccc(C(=O)O)c2)c(=O)[nH]c1=O | 1.7 | 8 | 0 | -5 | 0 | 18 | -2 | 4 | 5
CCC(=O)N1CC(=O)Nc2ccc(Cl)cc2C1c1ccc(F)cc1 (configuration not stated) | -0.9 | 16 | 2 | 10 | -4 | -2 | -22 | 4 | 1
COC(=O)C1C(O)C(C)C(O)C(C)/C=C\C=C(/C)C(=O)Nc2c(C)c(OC(C)=O)c3c(c2O)C(=O)C(C)=C2OCOC(=C23)/C(C)=C/C(C)(O)C(O)C(C)C1O (configuration not stated) | -0.6 | 7 | / | 14 | 4 | 35 | -6 | 3 | -1
Cc1ccc(S(=O)(=O)N2CC2(C)CCl)cc1 (configuration not stated) | 0.7 | 5 | / | -6 | 5 | -13 | 5 | 3 | -12
C/C(=N\NC(=S)Nc1ccccc1)c1c(O)n(C)c(=O)n(C)c1=O | 0.5 | 9 | 2 | -25 | 0 | 0 | -1 | 4 | 8
Cc1ccc(CN2CC3CC(C2)c2cccc(=O)n2C3)cc1 (configuration not stated) | 0.7 | 3 | 2 | -2 | -4 | -2 | 7 | 3 | -1
CC/C(=N\NC(=S)Nc1ccccc1)c1c(O)[nH]c(=O)[nH]c1=O | 0.0 | 4 | / | 26 | -4 | 16 | -11 | 4 | -4
CC(C)N(CC#CCC1(O)c2ccccc2-c2ccccc21)C(C)C | 16* | 3 | 14 | 0 | -1 | -21 | 0 | 1 | -12
CC(C)(C)n1c(O)c(C=Nc2ccc3c(c2)CCC3)c(=O)[nH]c1=O | 1.5 | 27 | 5 | -3 | 4 | 14 | 2 | 2 | -9
CCN1CCN(C(=O)COc2ccc(S(=O)(=O)N(C)Cc3ccccc3)cc2)CC1 | 0.6 | 7 | -1 | 12 | 8 | 10 | -5 | 0 | -23
C[C@]12CC[C@@H]3c4ccc(O)c(O)c4CC[C@H]3[C@@H]1CC[C@@H]2O | 0.1 | 89* | 2 | 15 | 42* | -24 | 0 | 23* | 8
Cn1c(C(=O)N2CCC3(CC2)OCCO3)cc2c(=O)n(C)c3ccccc3c21 | -1.0 | 8 | -1 | 1 | 6 | 25 | -10 | 2 | -21
N=C1c2ccccc2CN1NC(=O)c1ccc(Cl)cc1 | 1.1 | 12 | 5 | 4 | -7 | -1 | 14 | 5 | 3
CC(=O)Nc1cc(C(=O)N2CCC3(CC2)OCCO3)ccc1Sc1ccc(C)cc1 | -0.5 | 3 | 3 | 5 | 0 | 18 | 1 | 2 | -7

# Next part
# Key to letters – A = S1P4 ag; B = EP2 antag; C = NPY-Y1 antag; D = NPY1 pot ag; E = eIF4E 4G PPI; F = EP2 mod; G = NPY-Y2 PAM-ag; H = p97 ATPase inh; I = S1P4 antag
COCCNC(=O)c1ccc(N2CC3CC(C2)c2cccc(=O)n2C3)c([N+](=O)[O-])c1 (configuration not stated)
  A: 0.2 | B: 5 | C: -4 | D: 4 | E: -4 | F: 15 | G: 1 | H: 4 | I: -16

C[N+]1(C)C2CCC1CC(OC(=O)c1ccco1)C2 (configuration not stated)
  A: 0.4 | B: 7 | C: / | D: -4 | E: 0 | F: 28 | G: -23 | H: 6 | I: -10

Cn1cccc1CNCCc1ccccc1F
  A: 0.0 | B: -2 | C: -1 | D: 13 | E: -6 | F: -10 | G: 9 | H: 5 | I: -7

O=c1[nH]c(=O)n(CCc2ccc(F)cc2)c(O)c1C=NCCCn1ccnc1
  A: 1.4 | B: 22 | C: -1 | D: -3 | E: 2[fluorescence artefact?] | F: 3 | G: -17 | H: -5 | I: 2

Cc1ccsc1C(=O)C1CCCN(Cc2ccc(-n3cccn3)cc2)C1 (configuration not stated)
  A: 0.4 | B: 17 | C: 8 | D: 6 | E: -2 | F: -68 | G: -8 | H: -2 | I: -13

O=c1[nH]c(O)c(N=Nc2ccc([N+](=O)[O-])cc2)c(=O)[nH]1
  A: -2.2 | B: 5 | C: 0 | D: 0 | E: 2 | F: -17 | G: 11 | H: 2 | I: -25

CN1C(=O)N(C)C(=O)C2(Cc3cc([N+](=O)[O-])ccc3N(C)C2)C1=O
  A: -0.6 | B: 10 | C: 8 | D: 10 | E: -5 | F: 18 | G: 3 | H: 9 | I: -4
